D2 PAM – positive allosteric modulators of human D2 dopamine receptor; P14416; HEK293 T-REx D2, calcium flux, EC20 dopamine potentiation; potentiation, % at 10 µM; 0.34% of 340,000 active; AID 485347;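 active means potentiation over 3 SD above the plate norm, cut at about 30% in these data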; further: 0% is about no effect
Target sequence (P14416 whole entry, looked up): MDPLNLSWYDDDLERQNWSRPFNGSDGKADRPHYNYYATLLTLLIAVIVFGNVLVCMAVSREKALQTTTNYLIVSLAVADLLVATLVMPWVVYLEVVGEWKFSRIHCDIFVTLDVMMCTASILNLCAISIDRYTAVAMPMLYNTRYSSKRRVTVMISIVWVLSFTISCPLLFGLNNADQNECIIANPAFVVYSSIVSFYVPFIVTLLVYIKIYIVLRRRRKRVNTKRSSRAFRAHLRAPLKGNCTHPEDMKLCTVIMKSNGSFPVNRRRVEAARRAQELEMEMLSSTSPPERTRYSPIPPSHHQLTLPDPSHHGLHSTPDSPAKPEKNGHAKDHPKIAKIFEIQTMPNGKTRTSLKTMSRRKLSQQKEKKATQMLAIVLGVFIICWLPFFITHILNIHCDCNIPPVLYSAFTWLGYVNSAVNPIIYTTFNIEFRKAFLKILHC
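Primary screen. Calcium kinetics in induced HEK293 T-REx D2 cells: compound pre-addition 180 s, EC20 dopamine, 180 s more.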
D1 antag – human D1 dopamine receptor antagonism | activity change, negative = inhibition, % at 10 µM | 3.2% of 360,000 active | HEK293 TREx D1 cells, calcium flux, dopamine EC80; hits give low values | P21728 | AID 504652; in the data active means activity change below about -30%; further: on the % scale 0 is the no-effect control and ±100 the full control effect
Target sequence (P21728 whole entry, looked up): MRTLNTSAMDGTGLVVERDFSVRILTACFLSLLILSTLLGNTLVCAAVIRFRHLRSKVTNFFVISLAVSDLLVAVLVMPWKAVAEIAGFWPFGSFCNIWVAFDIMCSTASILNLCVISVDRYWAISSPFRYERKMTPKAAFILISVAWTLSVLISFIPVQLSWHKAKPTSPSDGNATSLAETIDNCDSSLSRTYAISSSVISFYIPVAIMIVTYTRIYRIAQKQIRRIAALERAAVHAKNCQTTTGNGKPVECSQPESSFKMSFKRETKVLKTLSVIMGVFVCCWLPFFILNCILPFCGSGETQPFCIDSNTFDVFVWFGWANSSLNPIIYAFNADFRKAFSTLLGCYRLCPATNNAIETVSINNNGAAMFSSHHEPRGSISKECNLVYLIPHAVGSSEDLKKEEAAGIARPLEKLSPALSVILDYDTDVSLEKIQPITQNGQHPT
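Compound effects on dopamine-evoked calcium signalling were measured in tetracycline-induced HEK293 Trex D1 cells. Dopamine at EC80 followed a 180 s compound pre-read, and fluorescence was tracked kinetically for 180 s more.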
RXFP1 agonist – agonists of human relaxin receptor RXFP1 | Q9HBX9 | HEK293T-RXFP1 cAMP TR-FRET, 30 min; response scale: percent of porcine relaxin response, buffer zero | Potency, µM (titrated, usually from 57.5 µM), without a hit: at the top dose activation, hits mostly activators | 0.3% of 370,000 active; further: potency means the concentration at half of the fitted maximal effect; on the % scale 0 is the no-effect control and ±100 the full control effect; nearly all actives have a fitted effect of over 60% in size; many of its hits are not listed in these tables
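HEK293T cells stably expressing RXFP1 were pretreated with the PDE4 inhibitor Ro 20174, exposed to compounds for 30 min at 37C, lysed, and cAMP was read by TR-FRET. Data normalized to buffer (basal) and 29 nM porcine relaxin (100%).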
D1 ag – human D1 receptor agonism; 1% of 360,000 active; activation, % at 2 µM; HEK293 T-REx D1 cells, calcium flux, agonist mode; in the data active means activation above about 30%; further: 0% is about no effect
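Agonism was scored from calcium flux recorded over 180 s (1 read/s) after pintool compound addition, following a 10-cycle baseline. Cells were inducible force-coupled HEK293 TREx D1, plated overnight at 30 C and loaded with no-wash calcium dye.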
Glioma ERSR ind – inducers of ER stress response in human glioma cells. Potency, µM, for the others: at the highest dose activation, hits mostly activators. 0.02% of 420,000 active. AID 602332. U87-MG GRP78 promoter luciferase reporter, 16 h; further: potency means the concentration at half of the fitted maximal effect; series mostly up to about 76 µM; % of control where 0% means no effect; nearly all actives have a fitted effect of over 35% in size
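Stably transfected U87-MG glioma cells carrying a GRP78-based luciferase sensor; 16 h compound incubation. Luminescence end-point read 10 min after Bright-Glo addition at room temperature.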
Vif-A3G inh – inhibitors of Vif-APOBEC3G interaction; Q9HC16; HeLa A3G-eYFP + Vif (tagged APOBEC3G with the HIV-1 protein that degrades it), YFP fluorescence, overnight; Potency, µM (top dose mostly 46.1 µM), inactives show at the highest dose activity, negative = active, usual class: inhibitors; 0.076% of 410,000 active;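 further: potency means the concentration at half of the fitted maximal effect; on the % scale 0 is the no-effect control and ±100 the full control effect; nearly all actives have a fitted effect of over 60% in size; hits raise eYFP signal because A3G escapes Vif-driven loss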
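HeLa cells stably expressing Vif and C-terminally eYFP-tagged A3G, seeded overnight at 37 deg C, then exposed to compound by pintool overnight at 37 deg C. Rise in yellow fluorescence (Ex 488/Em 500-530, Acumen) marks blocked Vif-driven A3G degradation.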
Vif-A3F inh – blocks the Vif interaction with APOBEC3F | 0.2% of 390,000 active | HeLa A3F-eYFP + Vif (tagged APOBEC3F with the HIV-1 protein that degrades it), YFP fluorescence increase | AID 602313 | Potency, µM (highest dose often 46.1 µM), for the others: at the top dose activity, negative = active; further: potency means the concentration at half of the fitted maximal effect; % of control where 0% means no effect; nearly all actives have a fitted effect of over 65% in size
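HeLa cells stably expressing Vif plus C-terminally eYFP-tagged A3F were seeded, incubated overnight at 37 deg C, dosed with compound, incubated overnight again at 37 deg C. Yellow fluorescence (Ex 488/Em 500-530) reported blocked Vif-mediated A3F-eYFP degradation.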
D1 PAM – human D1 dopamine receptor positive modulation; P21728; HEK293 TREx D1 cells, calcium flux, dopamine EC20 potentiation; potentiation, % at 10 µM; 0.036% of 360,000 active; AID 504651; in the data active means potentiation above about 30%; further: 0% is about no effect
LDHA block – LDHA (human) enzyme inhibition; AID 1347041; 0.15% of 480,000 active; P00338; purified LDHA, NADH/diaphorase-resazurin fluorescence; hits give low values; activity change, % (values are at about 110 or 230 µM); in the data active means activity change below about -30%; inconclusive means mostly about -25% to -30%;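 further: plate controls were DMSO wells for no effect and wells without enzyme for full effect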
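Enzyme activity of human lactate dehydrogenase 5 (2 nM; 0.06 mM NADH, 0.2 mM pyruvate, 5 min, RT) is measured via a resazurin/diaphorase fluorescence readout of residual NADH.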
Active calls of the source: *; ? = inconclusive; / = no result given; & = joins results of further samples. Unless noted, the call rests on the fitted dose curve; in most records, active means well fitted curve in the direction sought with a large enough effect; inconclusive means small, poorly fitted or top-dose-only effect, or another doubt; inactive means no such curve, though single readings can be large; an effect the other way counts as inactive or inconclusive. This is a subset. The share of hits here may be higher or lower than overall.

SMILES	D2 PAM	D1 antag	RXFP1 agonist	D1 ag	Glioma ERSR ind	Vif-A3G inh	Vif-A3F inh	D1 PAM	LDHA block
Cc1ccsc1-c1cc(C(=O)O)c2c(ccc3ccccc32)n1	9	-7	29%	2	0%	-4%	7%	14	-2
C#CCOc1ccc(OC)cc1C(c1c(C)[nH][nH]c1=O)c1c(C)[nH][nH]c1=O	4	3	1.2%	2	2%	-3%	-2%	-1	-2
O=C(COC(=O)c1ccc(S(=O)(=O)N2CCCC2)cc1)NCc1ccc(F)cc1	-12	1	0.2%	0	-3%	1%	6%	1	0
CCC1=C(OC(=O)N(CC)CC)N2C(=O)OC(=NCC3CC3)[C@]2(C)[C@H]2C1=CC[C@H]1C(=O)N(CC(=O)OC)C(=O)[C@H]12	2	7	-0.6%	0	-5%	1%	2%	-1	0
Cc1ccccc1NC(=O)COC(=O)c1cc[n+]([O-])cc1	-2	4	-1.5%	1	2%	0%	0%	-8	-5
CCn1c(=S)[nH]c2cc(S(=O)(=O)N3CCCCC3)ccc21	16	-10	2.4%	10	-1%	-5%	-10%	-3	5
O=C(COC(=O)/C=C/c1ccccc1[N+](=O)[O-])NCc1ccco1	/	/	/	/	1%	-1%	4%	/	1
COc1ccccc1N(C)S(=O)(=O)c1ccc(C(=O)Nc2cc(OC)c(OC)c(OC)c2)cc1	/	/	/	/	-3%	-11%	-15%	/	-2
O=C(NCc1ccc(F)cc1)c1ccc2c(Cl)c3c(nc2c1)CCCC3	-2	10	2.9%	3	4%	7%	0%	4	-3
CCc1cccc(C)c1NC(=O)CN(C)Cc1ccc(Br)cc1	-13	1	-1.6%	10	-3%	0%	-17%	-1	-1
COc1ccc(OC)c(NC(=O)CSc2nnc(Cn3c(=O)sc4ccccc43)n2C)c1	10	7	-3.7%	0	0%	-3%	-1%	1	-1
CC(=O)N1CCc2c(sc3c2c(=O)n(Cc2ccccc2)c(=O)n3Cc2ccccc2F)C1	2	27	0.4%	6	-1%	-7%	-13%	-3	-8
CNC(=O)/C(C#N)=C\c1ccc(CNS(=O)(=O)c2ccccc2)o1	-5	-17	-1.4%	1	-4%	0%	0%	-10	-2
CCc1c(C)nc(SCC(=O)c2cccs2)c(C#N)c1C	1	-11	0.4%	18	5%	13µM*	?	0	-9
CCCCOc1ccc(-c2nc(SCC(N)=O)n[nH]2)cc1	-5	5	-0.6%	0	1%	1%	8%	-2	-6
Cn1c(=O)[nH]c(=O)c2c1nc(NCCCO)n2CCOc1ccccc1	3	10	0.6%	1	-1%	7%	-5%	0	-1&-1
COc1cccc(NC(=O)CN(c2ccc3c(c2)OCO3)S(C)(=O)=O)c1	-7	13	-1.4%	3	0%	-1%	-13%	0	-7
CC1(C)N=C(N)NC(Nc2ccccc2Cl)=N1	/	4	-0.6%	1	-3%	-1%	?	-2	-9
Cc1c(C(=O)N2CCCCC2)c(S(=O)(=O)N2CCC(C)CC2)c(C)n1C	2	5	4.2%	0	-5%	5%	4%	-4	-2
COc1cc(/C=C\C(=O)NCc2ccc3c(c2)cc(C)n3C)cc(OC)c1OC	-2	26	3.9%	1	-2%	2%	-12%	8	8
CC1(C(=O)NCCCN2CCOCC2)Oc2cccnc2NC1=O (centres undefined)	-1	-9	-2.4%	1	-2%	0%	-14%	2	-12
O=C(NCCNC(=O)c1ccco1)c1ccc(F)cc1	-1	6	2.5%	1	-1%	-3%	-10%	-2	-12
O=C(O)CCCN1C(=O)c2ccc(Oc3cccc([N+](=O)[O-])c3)cc2C1=O	/	-4	2.0%	1	-10%	-7%	-4%	-6	-4
Cc1ccc2nc(NC3=NC(CC(=O)O)C(=O)N3)nc(C)c2c1 (centres undefined)	-11	24	6.5%	-2	/	/	/	7	2
CCOc1ccc2nc(COC(=O)c3cccs3)c(C(C)=O)[n+]([O-])c2c1	-1	-19	-2.7%	4	-3%	-4%	-1%	-2	-7
Cc1ccc(CN2C(=O)c3ccccc3Sc3ccc(C(=O)NCc4ccco4)cc32)cc1	7	-4	0.3%	3	1%	-1%	0%	-1	-4
O=C1Nc2ccc(Br)cc2C1=Nc1cccnc1	6	2	1.6%	1	-3%	-16%	-4%	-3	20
O=C(NC1CC1)C1CC(=O)N(C2CCCCC2)C1 (centres undefined)	/	/	-1.1%	/	-3%	2%	0%	/	-10
N#C/C(=C\N1CCOCC1)C(N)=O	5	-8	0.6%	4	-2%	2%	15%	-1	-8
O=C(Nc1nccs1)c1c(O)c2c([nH]c1=O)CCCC2	7	0	-0.5%	1	7%	-11%	-2%	4	2

Three structures from above, ordered by SMILES length, ascending:
SMILES	D2 PAM	D1 antag	RXFP1 agonist	D1 ag	Glioma ERSR ind	Vif-A3G inh	Vif-A3F inh	D1 PAM	LDHA block
O=C1Nc2ccc(Br)cc2C1=Nc1cccnc1	6	2	1.6%	1	-3%	-16%	-4%	-3	20
Cc1ccc2nc(NC3=NC(CC(=O)O)C(=O)N3)nc(C)c2c1 (centres undefined)	-11	24	6.5%	-2	/	/	/	7	2
O=C(O)CCCN1C(=O)c2ccc(Oc3cccc([N+](=O)[O-])c3)cc2C1=O	/	-4	2.0%	1	-10%	-7%	-4%	-6	-4

Following part
SMILES	D2 PAM	D1 antag	RXFP1 agonist	D1 ag	Glioma ERSR ind	Vif-A3G inh	Vif-A3F inh	D1 PAM	LDHA block
COCC(=O)N/N=C/c1ccc(Sc2nc3ccccc3s2)o1	1	5	1.2%	5	1%	-5%	2%	-1	0
O=C(/C=C/c1cccc([N+](=O)[O-])c1)Nc1ccc(Cl)cn1	-6	0	3.0%	0	-1%	-9%	-7%	-4	-5
CCCCn1c(N)c(N(CCOC)C(=O)c2ccc3c(c2)C(=O)N(c2ccccc2Cl)C3=O)c(=O)[nH]c1=O	/	/	/	/	-2%	-1%	0%	/	-4
CCCc1cc(=O)n2[nH]c(-c3ccco3)nc2n1	-4	10	1.4%	1	-2%	2%	-1%	-2	-1
Cc1sc2nc(SCC(=O)Nc3ccccc3F)[nH]c(=O)c2c1C	9	11	29%	7	-1%	-3%	1%	-2	-12
C=CCN(C)CC/C=C1\c2ccccc2CSc2ccccc21	-23	-7	-3.8%	0	-6%	-1%	3%	-9	6
CC(C)OP(=O)(CCP(=O)(OC(C)C)OC(C)C)OC(C)C	-3	13	-0.4%	6	-4%	-1%	-6%	-1	2
OC1CCN(c2c3c(nc4cc(-c5ccc(F)cc5)nn24)CCC3)CC1	-6	-3	5.3%	1	2%	1%	-8%	-2	-7
CCn1c(SCC(=O)Nc2ccc(OC)c(OC)c2)nnc1-c1c[nH]c2ccccc12	/	-1	2.1%	2	0%	-1%	-5%	-6	0
COc1ccc(N2CCN(C(=O)Cc3csc(NC(=O)Nc4ccccc4OC)n3)CC2)cc1	8	-23	0.6%	1	3%	-5%	6%	0	-1
Cc1ccc(C2=NN(C(=O)c3ccccc3F)C(c3ccccc3F)C2)cc1 (centres undefined)	10	-5	-2.1%	8	-4%	-17%	5%	-4	-1
Cc1ccc2nc(-c3ccccc3N)[nH]c2c1	12	-8	8.8%	1	-10%	-6%	-18%	-4	-3
Cc1cnc(C(=O)OCC(=O)Nc2ccc3c(c2)OCCO3)cn1	0	-7	0.1%	4	-5%	0%	3%	/	-1
Brc1cnc2nc(SC/C=C/c3ccccc3)[nH]c2c1	0	-7	5.7%	4	0%	0%	-11%	7	-3
COCCCNC(=O)CN1C(=O)CSc2ncccc21	9	-6	0.4%	-1	-3%	-1%	0%	0	-1
Cc1ccc(S(=O)(=O)NCC(=O)N(CC(=O)NCC2CCCO2)C2CCCC2)cc1 (centres undefined)	3	-4	4.1%	0	-4%	0%	10%	-2	-6
O=C(Cc1ccccc1)NCC(=O)Nc1cccc(Cl)c1	14	-17	-4.2%	0	-1%	4%	0%	-3	2
c1cncc(CNc2ccc3c(c2)OCO3)c1	-11	10	-0.1%	3	5%	-3%	-4%	-3	23
Nc1ncnc2c1ncn2[C@@H]1O[C@H](CNCc2ccc(-c3cc(C(F)(F)F)ccc3Cl)o2)[C@@H](O)[C@H]1O	/	/	/	/	-4%	-7%	1%	/	-2
CCOC(=O)c1ccc(N2CCCCC2)c(NS(=O)(=O)c2cccc(C(F)(F)F)c2)c1	/	-48*	0.8%	5	3%	-7%	-10%	-3	1
CCOC(=O)c1cc(C(=O)OCC)c2ccccn2c1=O	1	-33*	2.3%	1	-1%	-3%	-6%	-3	-3
COc1ccc(CCNC(=O)C(=O)NCC2OCCN2S(=O)(=O)c2ccc3c(c2)OCCO3)cc1OC (centres undefined)	-12	-75*	-1.0%	-1	-5%	-1%	1%	-24	-5
CNC(=O)c1ccccc1S(=O)(=O)c1ccccc1C#N	5	-6	-3.1%	4	-7%	1%	0%	0	-10
CCC(C)NC(=O)c1cnc2n(c1=O)CCS2 (centres undefined)	3	17	2.4%	3	-1%	1%	-7%	-13	-2
O=c1oc2ccc(Cl)cc2cc1-c1ccccc1	-6	1	-0.2%	-1	-2%	-1%	2%	-5	-5
CCC(=O)Nc1ccc(C(=O)OCC(=O)c2cccs2)cc1	5	-20	5.8%	9	2%	-1%	5%	-3	-5
O=C(NCc1ccc2c(c1)OCO2)c1c(F)c(F)c(F)c(F)c1F	-2	-7	-0.5%	1	-1%	1%	0%	-1	-4
COCCNc1nnc(SCC(=O)c2c[nH]c3ccccc23)s1	3	9	5.0%	1	-3%	-9%	-5%	-4	-7
COc1ccc(CNC(=O)C2CCN(C(=O)c3ccccc3)CC2)cc1	21	-3	-0.1%	1	-1%	-2%	0%	-4	-1
O=C(NCC(c1cccs1)N1CCOCC1)c1cc2ccccc2o1 (centres undefined)	2	-7	1.3%	1	-2%	-3%	-5%	-3	2
Cc1cc(N/N=C/c2ccc(O)cc2O)c2ccccc2n1	9	27	1.5%	2	1%	1%	?	-2	3
Cc1ccc2ccc3cccnc3c2n1	/	/	/	/	4%	0%	5%	/	1
Cc1nnc2c3ccccc3nc(N3CCN(c4cccc(Cl)c4)CC3)n12	10	8	5.9%	1	-4%	-5%	-1%	1	-14

Compound activity from PubChem BioAssay.
